Source: PubChem BioAssay (several laboratories)
HTR5A ag = HTR5A agonism, opioid heterodimer counter-screen. activation, % at 9.3 µM. HTR5A agonist assay, luminescence, cell-based. 340,000 compounds, 0.61% hits. P47898. AID 504692; in the data active = activation mostly above about 9.5%, no sharp cut-off; inactive = mostly below about 7.6%;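 also: 0% = cells with vehicle only and 100% = reference agonist; strong numbers were not always called active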
Target sequence (P47898 whole entry, looked up): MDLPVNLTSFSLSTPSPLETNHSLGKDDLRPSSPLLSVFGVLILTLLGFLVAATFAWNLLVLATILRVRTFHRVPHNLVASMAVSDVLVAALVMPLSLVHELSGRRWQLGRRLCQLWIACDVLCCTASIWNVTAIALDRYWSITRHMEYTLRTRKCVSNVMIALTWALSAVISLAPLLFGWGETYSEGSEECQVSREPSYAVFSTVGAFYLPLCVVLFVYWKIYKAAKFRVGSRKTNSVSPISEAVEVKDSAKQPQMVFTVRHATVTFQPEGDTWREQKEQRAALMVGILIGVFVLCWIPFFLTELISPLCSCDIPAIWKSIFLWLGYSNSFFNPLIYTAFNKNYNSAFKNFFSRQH
PKA-R2B activ = PKA-R2B complex activation. activation, % at 11.4 µM. AID 504700. P22694+P31323. 340,000 compounds, 0.079% hits. PKA-R2B holoenzyme dissociation, Cy5-IP20 fluorescence polarization; R2B truncated from residue 108, S112A mutant; 0% DMSO only, 100% 113 µM cGMP;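 active = activation above a cutoff set at the mean over all compounds plus 3 SD, cut at about 18% in these data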;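 also: higher means more holoenzyme dissociation and a rise in polarization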
DAGLB inh = blocks human DAGLB lipase activity; HEK293T DAGLB membrane lysate, EnzChek fluorogenic substrate; inhibition, % at 5.17 µM; 340,000 compounds, 0.059% hits; AID 504411; in the data active = inhibition above about 34%;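 also: 0% = enzyme with vehicle and 100% = wells lacking enzyme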
Target sequence (Q8NCG7 whole entry, looked up): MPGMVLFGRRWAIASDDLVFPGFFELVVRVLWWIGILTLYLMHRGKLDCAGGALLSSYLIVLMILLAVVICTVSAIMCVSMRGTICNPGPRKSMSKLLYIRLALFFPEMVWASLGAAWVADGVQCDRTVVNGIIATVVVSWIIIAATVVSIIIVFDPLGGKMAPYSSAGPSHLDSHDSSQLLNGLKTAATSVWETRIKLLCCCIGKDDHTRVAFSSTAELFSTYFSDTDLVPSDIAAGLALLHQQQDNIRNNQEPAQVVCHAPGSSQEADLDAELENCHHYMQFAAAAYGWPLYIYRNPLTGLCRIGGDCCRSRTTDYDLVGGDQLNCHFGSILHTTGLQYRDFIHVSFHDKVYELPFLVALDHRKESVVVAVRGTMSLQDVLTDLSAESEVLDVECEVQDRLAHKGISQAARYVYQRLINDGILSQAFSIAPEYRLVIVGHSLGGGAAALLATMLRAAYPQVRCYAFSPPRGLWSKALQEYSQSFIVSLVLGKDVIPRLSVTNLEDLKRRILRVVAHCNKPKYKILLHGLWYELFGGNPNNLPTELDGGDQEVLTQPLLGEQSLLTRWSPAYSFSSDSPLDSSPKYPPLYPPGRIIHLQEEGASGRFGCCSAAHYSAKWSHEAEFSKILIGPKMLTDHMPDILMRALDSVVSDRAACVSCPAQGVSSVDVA
DSG3 Ab inh = inhibitors of pemphigus antibody binding to human desmoglein-3. DSG3-coupled beads, scFv-anti-DSG3-GFP binding, flow cytometry; active compounds read low. binding (percent of control), % at 10 µM. 310,000 compounds, 0.48% hits;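 active = binding more than 3 SD below its plate's average and above zero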;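 also: hits lower antibody fragment binding to DSG3; some compounds called inactive have numbers as strong as hits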
HTR5A inv ag = inverse agonist of human HTR5A in OPRM1-OPRD1 counter-screen | HTR5A cell line, luminescence, inverse agonism | inhibition, % at 9.3 µM | 340,000 compounds, 0.083% hits | AID 504634; in the data active = inhibition mostly above about 23%, no sharp cut-off; inactive = mostly below about 18%;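 also: 0% = cells with DMSO and 100% = no-cell wells with DMSO; some compounds called inactive have numbers as strong as hits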
V-ATPase pH = yeast V-ATPase proton transport regulation by pHLuorin | S. cerevisiae, pHLuorin cytosolic pH fluorescence | response, % at 10 µM | 350,000 compounds, 0.37% hits; in the data active = response mostly above about 7.3%, no sharp cut-off; inactive = mostly below about 5.4%; also: actives read high; inactives centre near 0; some compounds called inactive have numbers as strong as hits; reference of the scale not given here
MOR-DOR ag = OPRM1-OPRD1 heterodimerization agonism. P35372+P41143. cells, luminescence. activation, % at 9.3 µM. 340,000 compounds, 0.3% hits. AID 504326; in the data active = activation above about 18%;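 also: 0% = vehicle-treated cells and 100% = reference agonist; values of inactives mirror those of a sister screen read the other way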
PKA-R1A activ = activates the PKA-R1A holoenzyme complex; PKA-R1A dissociation, Cy5-IP20 fluorescence polarization; scaled: DMSO 0%, 113 µM cGMP 100%; AID 504707; P00514+P68181; 340,000 compounds, 0.083% hits; activation, % at 11.4 µM;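 active = percent activation above the mean of all tested compounds plus 3 SD, cut at about 19% in these data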;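 also: higher means more PKAc released from R1A so a rise in polarization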
Arr AP2 block = blocks beta-arrestin peptide binding to AP2 adaptin; FITC-arrestin peptide / GST-AP2 beads, flow cytometry; AP2 beta2 appendage carries R879A mutation; 340,000 compounds, 0.31% hits; inhibition, % at 10 µM;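 active = inhibition above a set limit, near 3 SD of compounds lacking own fluorescence, cut at about 54% in these data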;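 also: plate controls were DMSO wells for no effect and 5 µM unlabelled arrestin peptide for full effect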
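system = GST-tagged AP2 beta2-adaptin appendage (R879A) on 4 µm glutathione beads | reagent = FITC-labelled arrestin peptide probe, 50 nM final | schedule = compound with beads 12 min RT, then probe 1 h RT | signal = HyperCyt-sampled flow cytometry, FL1 channel, ex 488/em 535 nm | read-out = percent response from loss of bead-bound FITC fluorescence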
MOR-DOR inv ag = mu-delta opioid heterodimer inverse agonism; P35372+P41143; cell-based MOR-DOR heterodimer luminescence; inhibition, % at 9.3 µM; 340,000 compounds, 0.21% hits; AID 504357; in the data active = inhibition above about 22%, passing the limit was not always enough;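 also: 0% = cells with DMSO and 100% = wells without cells with DMSO; values of inactives mirror those of a sister screen read the other way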
* marks the source's active call; other numbers are inactive results; nt = no result given.

SMILES	HTR5A ag	PKA-R2B activ	DAGLB inh	DSG3 Ab inh	HTR5A inv ag	V-ATPase pH	MOR-DOR ag	PKA-R1A activ	Arr AP2 block	MOR-DOR inv ag
Cc1nnc(-c2cccc(Br)c2)c2cn(-c3ccccc3)nc12	5	-2	-7	106	8	1	0.9	-14	2	-5
CS(=O)(=O)N1N=C(c2cccs2)CC1c1ccc(Cl)o1 (configuration not stated)	0	-5	2	95	1	1	0.5	8	4	-4
CCOc1ccc2nc(/N=C/c3nc(-c4ccc(Br)cc4)oc3O)sc2c1	-1	-16	-4	nt	19	-4	-1.4	-11	4	7
COc1ccc(CCNC(=O)COC(=O)c2cc(S(=O)(=O)N3CCOCC3)ccc2C)cc1OC	-4	-8	0	111	14	2	-2.5	10	16	13
Cc1c(NC(=O)CSc2nnc(C(C)Oc3ccc(Cl)cc3)n2-c2ccccc2)c(=O)n(-c2ccccc2)n1C (configuration not stated)	-2	-6	0	97	-34	-2	-0.1	-4	0	0
O=C(Cn1ccc(NC(=O)OCc2ccccc2)nc1=O)NCCN1CCOCC1	-3	0	1	98	-15	-3	-1.3	-3	7	7
C/C(=N\Nc1ccc([N+](=O)[O-])cc1)c1cc2ccccc2o1	-3	1	2	106	8	-3	-2.4	-6	-4	11
O=C(NC(NNc1ccc([N+](=O)[O-])cc1)(C(F)(F)F)C(F)(F)F)c1ccc(Cl)cc1	0	10	1	106	-27	2	6.4	-5	-4	-33
CCCc1n[nH]c2c1/C(=N\OCC)CC(C)(C)C2	1	6	0	100	-32	1	1.4	-15	26	-7
CCOC(=O)c1sc2nc(CC(=O)OC)nc(NCCN3CCOCC3)c2c1C	-8	1	1	103	12	nt	-0.8	-7	-11	5
CC/C=C\[C@H](O)[C@H](O)C1=C(C)C(=O)[C@]2(O1)C(=O)N[C@@](OC)(C(=O)c1ccccc1)C2O (some centres not stated)	4	-6	-2	102	16	0	-1.1	7	4	6
FC(F)(F)c1nnc2ccc(NCn3nnc4ccccc43)nn12	-5	-12	2	102	-12	6	-2.8	-7	1	15
O=C(Cn1c(=O)c2c(ncn2Cc2ccccc2)n(Cc2ccccc2)c1=O)N1CCCC1	9	-7	0	83	-8	3	-0.8	-1	14	4
CCN=C1SC(CC(=O)Nc2ccc(N3CCOCC3)cc2)C(=O)N1CC (configuration not stated)	0	-2	1	106	-2	-1	-2.5	-1	1	14
CC(=O)Nc1ccc(NC(=O)c2c(C)nn(Cc3ccccc3)c2Cl)cc1	0	4	0	110	13	-2	-4.3	4	-7	23
Cc1ccnc(NC(=O)c2cccc(NC(=O)c3ccc(Cl)cc3)c2)c1	0	-6	-3	114	-2	-1	-0.6	-7	1	3
CC(C)NC(=O)N(C)C[C@H]1Oc2ccc(NS(=O)(=O)c3cccs3)cc2C(=O)N([C@H](C)CO)C[C@@H]1C	2	4	3	108	-9	-3	0.4	-1	-1	-2
COc1ccc(-n2ncc(C(C)NS(=O)(=O)c3cccs3)c2C)cc1 (configuration not stated)	1	2	-6	105	7	2	-3.4	-8	1	17
Cc1ccc(C)c(-n2c(-c3ccco3)n[nH]c2=S)c1	-1	2	2	102	-18	-5	-0.6	-8	-3	3
Cc1ccc(S(=O)(=O)N(C)CC(=O)OCC(=O)NC(c2ccccc2)c2ccccc2)cc1	4	-10	-1	83	20	1	-3.4	-6	8	17
COc1ccccc1C(=O)Nc1ccc(S(=O)(=O)N2CCC(C)CC2)cc1	-1	0	-3	100	3	3	2.1	0	1	-17
CCn1cc(CCC(=O)NCCc2ccccc2)c2ccccc21	-2	-5	-3	117	6	0	-2.5	-7	-4	12
CC(C)C(C(=O)Nc1ccc2c(c1)OCO2)N1C(=O)c2ccccc2C1=O (configuration not stated)	2	2	-4	101	-6	2	1.6	5	7	-8
Cc1ccc(S(=O)(=O)c2c(C)cc(C)nc2N2CCCC2)cc1	4	-5	-6	94	-10	1	4.9	-1	-11	-24
CCN(CC)c1ccc(C=Nc2ccccc2C)c(O)c1	4	5	2	89	3	0	0.4	-1	14	-2

Reprinted from the part before: 2 entries, followed by the next part.
SMILES	HTR5A ag	PKA-R2B activ	DAGLB inh	DSG3 Ab inh	HTR5A inv ag	V-ATPase pH	MOR-DOR ag	PKA-R1A activ	Arr AP2 block	MOR-DOR inv ag
Cc1ccc(S(=O)(=O)c2c(C)cc(C)nc2N2CCCC2)cc1	4	-5	-6	94	-10	1	4.9	-1	-11	-24
CCN(CC)c1ccc(C=Nc2ccccc2C)c(O)c1	4	5	2	89	3	0	0.4	-1	14	-2
OC(CN1CCN(Cc2ccccc2)CC1)Cn1c2ccccc2c2ccccc21 (configuration not stated)	-4	-5	-2	103	14	0	8.7	-12	13	-45
COC(=O)c1cc(C(=O)OCC(=O)c2ccc[nH]2)cc([N+](=O)[O-])c1	-2	-9	0	98	-14	-1	2.4	-6	-1	-9
Cn1cnc(S(=O)(=O)Nc2ccc(OC(F)(F)F)cc2)c1	-1	2	0	104	12	3	-1.3	-10	13	7
CCOC(=O)c1cc(C#N)c(N2CCN(C(=O)c3ccccc3)CC2)nc1C(F)(F)F	-3	3	-4	105	-5	-1	2.2	-1	7	-11
O=C(c1ccc(Cl)s1)N1CCCC1	5	-8	1	93	-41	1	0.5	-21	0	-2
CCOC(=O)Nc1ccc2c(c1)N(C(=O)CCN1CCN(C)CC1)c1ccccc1S2	0	0	-3	nt	-7	4	-3.3	-12	-6	14
COc1cc(C(=O)OCC(C)=O)c([N+](=O)[O-])cc1OC	0	-2	0	76	16	-5	-1.4	-4	-4	6
O=C(Nc1ccc(-c2cn3ccsc3n2)cc1)c1ccc(F)c(S(=O)(=O)N2CCOCC2)c1	-1	-8	1	104	5	-1	1.5	2	-2	-7
CCOc1ccc(S(=O)(=O)N2CCOCC2)cc1NC(=O)CSCC(=O)Nc1cccc(C)c1	2	-3	-1	nt	-8	-3	-2.6	-6	8	15
O=C(NCc1cccnc1)/C(=N\O)c1ccccc1	-3	5	-3	105	-7	-1	-1.6	5	5	9
O=[N+]([O-])c1ccc(/C=N/NC(=S)Nc2ccccc2)o1	0	-14	3	99	0	-4	0.3	-7	17	-1
CC(=O)N1CCN(C(=O)c2ccc3c(c2)OCCO3)CC1	5	6	-1	112	8	1	-1.2	1	9	4
COc1ccc(NC(C)=O)cc1S(=O)(=O)Nc1ccc2c(c1)OCCO2	1	10	-1	85	-2	2	-0.1	7	-2	0
O=C(CSc1n[nH]c(-c2ccncc2)n1)Nc1ccccn1	4	-12	-1	nt	-9	0	-3.7	0	0	15
COc1ccc(OCC(=O)Nc2ccc3oc(-c4ccncc4)nc3c2)cc1	-5	-10	0	98	13	0	0.0	2	-2	0
CCCNC(=O)N1CCN(S(=O)(=O)c2ccc3c(c2)OCCO3)CC1	0	-1	0	96	0	1	-2.4	8	-3	10
N#CC1=C(N)OC2=C(C(=O)CC(c3ccccc3)C2)C1c1cccnc1 (configuration not stated)	3	4	0	nt	6	2	-0.5	-9	5	2
Cc1ccc(NC(=S)/N=C(\N)Nc2nc(C)c3cc(C)c(C)cc3n2)cc1C	2	-10	-3	95	0	-2	-1.9	-6	19	9
CC1C(=O)N(Cc2cn(CCC3OCCO3)nn2)CCS(=O)(=O)N1Cc1ccc(-c2ccc(F)nc2)cc1 (configuration not stated)	nt	7	-2	nt	nt	1	nt	-9	nt	nt
Cc1cc(C)c2c(c1)CC(C)(C)CC2=O	9.2*	2	-4	109	-38	-2	-1.8	3	17	9
NS(=O)(=O)c1ccc(CCNc2nc3c(-c4cccc(F)c4)nnn3c3ccccc23)cc1	1	-13	-1	96	3	3	-2.7	10	6	14
Cn1c(N)c(C(=O)c2ccccc2)c(=O)n(C)c1=O	0	6	-3	101	-1	6	-0.6	-4	2	4
CC(C)NC(=O)c1ccc2c(c1)N(CC(=O)N1CCCCC1)C(=O)C(C)(C)O2	7	-2	-2	119	-21	-5	2.0	1	18	-17
COC(=O)CSc1nc(NC#N)nc(NC(C)C)n1	-6	-5	-1	102	-4	-7	-0.9	-4	-3	5
COc1ccc(OC)c(NC(=O)COC(=O)c2c3c(nc4ccccc24)CCCC3)c1	2	-9	-13	102	-40	3	4.2	-7	9	-22

Additional results
SMILES	HTR5A ag	PKA-R2B activ	DAGLB inh	DSG3 Ab inh	HTR5A inv ag	V-ATPase pH	MOR-DOR ag	PKA-R1A activ	Arr AP2 block	MOR-DOR inv ag
O=C(COc1cc(F)ccc1[N+](=O)[O-])Nc1ccc(N2CCOCC2)cc1	2	-6	-1	100	-7	-2	-0.2	-5	-5	1
CCOC(=O)c1sc2nccc(N(C)C)c2c1N=CN(C)C	-2	-9	-2	103	17	0	-0.6	9	-12	2
Cc1csc(NC(=O)CSc2nnc(-c3ccccc3)o2)n1	0	-12	1	108	0	-3	-2.1	-19	-6	10
CC(=O)Nc1cccc2c1C(=O)N(c1ccc(OC(C)=O)cc1)C2=O	3	-7	0	101	-8	1	-0.9	-8	-2	5
CNC(=S)N1CCN(C(=O)c2ccco2)CC1	1	0	-1	93	-2	0	-1.6	-17	-5	8
COC(=O)/C=C/C(=O)N1CCN(c2ccccc2)CC1	1	3	-1	101	-15	-4	-2.5	13	9	13
CNC[C@H](CC1CCCCC1)NC[C@H](NCCC1CCCC1)[C@H](C)O	-3	2	2	95	6	-1	-0.1	7	6	0
CC(C)CN1C=C2C(=O)C(C)(OC(=O)CCc3ccccc3)C(=O)C=C2C=C1c1ccc(C#N)cc1 (configuration not stated)	-1	0	8	104	-24	1	4.7	2	16	-27
CCOC(=O)c1cc(NC(=O)c2ccccc2)c(=O)oc1C(F)(F)F	-1	-12	0	97	4	-2	-1.7	-9	-7	9
CC(=O)c1ccc(N2CCN(C(=O)Cc3ccccc3)CC2)c(F)c1	-1	0	-4	114	5	0	-3.9	3	-7	17
O=C1N(CCCN2C(=O)C3(OCCO3)c3ccccc32)c2ccccc2C12OCCO2	1	3	-3	104	-9	0	-2.7	-7	4	13
CCN(CC)S(=O)(=O)c1cccc(C(=O)Nc2nncs2)c1	1	9	0	119	-17	-2	-2.1	-1	9	11
CC(C)C[C@H](NC(=O)c1nc[nH]c1C(=O)NCCNC(=O)OC(C)(C)C)C(=O)CNCCNC(=O)c1[nH]cnc1C(=O)N[C@@H](C)C(=O)OC(C)(C)C	1	1	0	103	3	-2	-0.4	3	-2	2
O=C(c1ccc(Cl)cc1[N+](=O)[O-])N1CCN(c2ccccn2)CC1	2	-12	0	104	1	-3	0.3	-10	3	-2
CC(=O)N1CCN(c2cccc(C)c2C)CC1	4	0	-2	101	-10	0	-2.7	-10	-1	14
Cc1ccc(/C=N/n2c(-c3ccco3)n[nH]c2=S)cc1	-1	-5	0	nt	26	-1	-1.9	-12	-15	10
Cc1cc(C(=O)NNC(=S)Nc2ccccc2C)cs1	-7	-17	3	108	16	1	-1.1	8	-6	6
CCOc1ncccc1C(=O)Nc1cccc(-c2nc3cccnc3s2)c1	3	1	-9	105	-10	5	-0.2	3	-1	1
CC(=O)Nc1ccc(Nc2ncc([N+](=O)[O-])c(Nc3ccc(NC(C)=O)cc3)n2)cc1	0	-3	9	109	-5	-3	-3.2	-11	17	18
